# M1AAP inhibition: malaria alanyl aminopeptidase activity blockers – biochemical, fluorogenic H-Leu-NHMec substrate, 1536-well (AID 1445); recombinant M1AAP, H-Leu-NHMec fluorogenic kinetic assay; higher % means a stronger effect; inhibition, % at 30 µM, or IC50 in µM where a hit was titrated; 220,000 tested, 0.42% active;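 active means primary inhibition above the hit cutoff, then over 50% inhibition at one or more dose response concentrations, cut at about 23% in these data, passing the limit was not always enough; inconclusive means conflicting primary data, or primary hits not chosen for dose response; inactive means low primary inhibition, or under 50% at every dose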;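 further: plate controls were DMSO full reaction for no effect and no enzyme background for full effect; strong numbers were not always called active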
# M17LAP inhibition: P. falciparum M17LAP inhibitors, primary screen, biochemical, fluorogenic H-Leu-NHMec substrate, 1536-well (AID 1619); recombinant M17LAP, H-Leu-NHMec fluorogenic kinetic assay; higher % means a stronger effect; one-dose inhibition, % at 30 µM; IC50 in µM for titrated hits; 220,000 tested, 0.38% active;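 active means compound inhibiting the enzyme by more than half at any dose during confirmatory dose-response retesting; inconclusive means strong single-dose inhibitors picked by rank but not retested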;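 further: plate controls were full reaction with DMSO carrier for no effect and no enzyme background for full effect; strong numbers were not always called active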
# Dynein cargo inh: blocks dynein driven cargo transport along microtubules; 3617.4 mouse cells, GR-EGFP nuclear translocation imaging; test concentration mostly 20 µM; stimulated with dexamethasone, 1 µM; stronger effect = lower value; z-score, hits read low; 220,000 tested, 0.47% active; AID 1381;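 active means plate z-score of nuclear minus cytoplasmic receptor signal below a set negative limit, without overly bright fluorescence or cell loss, cut at about -3.5 in these data, passing the limit was not always enough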;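 further: z-score of nuclear minus cytoplasmic ring GR-EGFP intensity difference per well; some compounds called inactive have numbers as strong as hits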
#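 Buffer or medium: tet-free medium with charcoal-stripped serum / Also added: dexamethasone agonist, 1.0 µM final, for 30 min / Timing: induction 48 h, compound 1 h, agonist 30 min / Measured by: high-content fluorescence imaging after fixation / Read-out: nuclear-to-cytoplasmic GR-EGFP distribution per well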
# Autophagy mod: modulators of autophagy; MEF GFP-LC3 puncta imaging; test concentration mostly 10 µM; calls only at 10 µM (by protocol); 190,000 tested, 0.98% active; AID 463193;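 active means percentage of spot-positive cells more than 3 SD above its plate mean, without a fluorescence outlier flag or 80% toxicity; inconclusive means no clear call, values can overlap the other calls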;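 further: spot-positive cell cutoff set from DMSO-treated cells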
# Yfh1-depleted yeast: enhancers of respiration in Yfh1-depleted yeast, dose response, Friedreich's ataxia, plus single-dose screen (AID 1465) | 220,000 tested, 0.074% active | S. cerevisiae Yfh1-off respiration, WST-1 reduction, 72 h; higher fold induction means a stronger effect | fold induction at 50 µM, or EC50 in µM where a hit was titrated;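 active means fold induction of absorbance versus untreated yeast above a set limit, then at least 30% activation at any dose in follow-up; inconclusive means repeats straddling the limit, or above it without dose testing; inactive means fold induction below the set limit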;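 further: activators that raise dye reduction in frataxin-depleted yeast; strong numbers were not always called active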
# T cell modulator: T cell immune modulation candidate; 2C CD8+ T cell-vesicle binding, flow cytometry; stronger effect = lower value; 330,000 tested, 0.068% active; calls only at 7 µM; AID 2052;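 active means response, share of CD8 T cells binding vesicles, and their 90th percentile fluorescence all below set limits, cut at about 80% in these data, passing the limit was not always enough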
#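 Read-out – percent CD8+ FL2 mean versus row control · System – murine 2C transgenic CD8+ T lymphocytes · Times – 1.5 h cell–vesicle binding at 37 °C, then 20 min icy labelling · Control set – naked vesicles low, QL9 vesicles with vehicle high · Detection – cytometric PE anti-B7-1 and Alexa647 anti-CD8 signals after 1% paraformaldehyde fixation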
# WT yeast gro inh: growth inhibition of WT yeast, mitochondrial fusion screen | inhibition, % at 10 µM | 190,000 tested, 2.1% active | AID 1362 | mitochondrial fusion phenotypic screen, WT strain; in the data active means inhibition above about 58%; tested in S. cerevisiae
# MT stabilize HCS: microtubule stabilization, imaging screen. % tubulin-high responders, % at 10 µM. 200,000 tested, 0.83% active. HeLa tubulin immunostaining HCS, 24 h; share of cells brighter than vehicle mean+2SD. AID 2205;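 active means plate Z-score above 3 for both tubulin-high and condensed-nucleus cell shares, with cell loss under 80%, at 10 µM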;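 further: anti alpha tubulin signal scored within the nucleus-defined area of each cell; some results filed as inactive read as strong as hits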
# bCat nuc transl: beta-catenin nuclear translocation modulation; AID 1665; HeLa beta-catenin nuclear translocation, immunofluorescence imaging; nuclear translocation activity, % at 5 µM; 190,000 tested, 0.3% active;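 active means nuclear translocation activity above 50% at 5 µM, with a well cell count of 50 or more; inconclusive means wells under 50 cells across six images, flagged as toxic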;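 further: per-cell ratio of nuclear to cytoplasmic median beta-catenin stain intensity; plate controls were DMSO negative control for no effect and GSK-3 inhibitor IX positive control for full effect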
#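 Test system: human HeLa cells, native beta-catenin. Compound dosing: 5 µM primary single dose, 0.1% DMSO, 0.02–20 µM confirmation series. Incubation: compound exposure 24 h at 37°C. Detection: beta-catenin immunostaining with DAPI counterstain, 20x imaging, 6 fields/well. Read-out basis: Nuclear/cytoplasmic beta-catenin signal ratio, % activation.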
# WT yeast gro inh mutant strain: recorded beside WT yeast gro inh, whose call it bears; inhibition, %; mitochondrial fusion phenotypic screen, mutant strain inhibition
# Dynein cargo inh cytoplasmic EGFP: also measured in Dynein cargo inh; calls as there; z-score; measured here: cytoplasmic GR-EGFP intensity; stronger effect = higher value
# Dynein cargo inh nuclear GR-EGFP: second read-out of Dynein cargo inh, no call of its own (marks repeat the call); z-score; measured here: nuclear GR-EGFP intensity;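 lower value marks the stronger effect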
# Dynein cargo inh cell count: second read-out of Dynein cargo inh, no call of its own (marks repeat the call); z-score; measured here: cell count per field
# bCat nuc transl cell count 5 µM: also measured in bCat nuc transl; calls as there; cell count; measured here: cell count, cytotoxicity flag
# T cell modulator vesicle-bound %: also measured in T cell modulator; calls as there; double positive events, %; measured here: CD8+ vesicle-bound cell fraction;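 binding gate set so that unloaded-vesicle control wells show 10% double positive cells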
# MT stabilize HCS Hoechst-high %: second read-out of MT stabilize HCS, no call of its own (marks repeat the call); % Hoechst-high responders; measured here: nuclear condensation Hoechst responders;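 share of cells brighter than vehicle mean plus two SD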
# MT stabilize HCS cytotoxicity %: also measured in MT stabilize HCS; calls as there; toxicity, %; measured here: cytotoxicity by cell density;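 0% = mean cell density of plate MIN control wells and 100% = no cells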
# Autophagy mod cell loss 18 h: further read-out of Autophagy mod, marked with its call; toxicity, %; measured here: cell loss, nuclei count;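 cell loss after 18 h compound exposure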
# * = called active by the depositor; i = inactive; ? = inconclusive; . = not tested or not shown; + = active, no number. An unsorted share of the library, and some 4.4% of all compounds hit somewhere here.
SMILES,M1AAP inhibition,M17LAP inhibition,Dynein cargo inh,Dynein cargo inh cytoplasmic EGFP,Dynein cargo inh nuclear GR-EGFP,Dynein cargo inh cell count,Autophagy mod,Autophagy mod cell loss 18 h,Yfh1-depleted yeast,T cell modulator,T cell modulator vesicle-bound %,WT yeast gro inh,WT yeast gro inh mutant strain,MT stabilize HCS,MT stabilize HCS Hoechst-high %,MT stabilize HCS cytotoxicity %,bCat nuc transl,bCat nuc transl cell count 5 µM
Cc1ccc(S(=O)(=O)N(C)c2ccc(OCC(=O)NC3=NCCS3)cc2)cc1,5%,-2%,0.77,0.17,1.5,-1.5,i,-9,i,i,36,10,7,6.3,2.4,7.7,0.1,1130
CCOC(=O)C1=C(CN2CCC(C)CC2)NC(=O)NC1c1ccc(Cl)cc1 (stereo unspecified),-2%,-12%,2.6,-0.036,1.3,-2.9,i,1,i,i,28,3,-3,2.2,1.0,6.5,.,.
CCCOC(=O)c1ccc(Oc2cn[nH]c2-c2ccc(O)cc2O)cc1,-4%,0%,1.3,-0.21,0.38,-1,.,.,i,i,30,.,.,.,.,.,-3.5,1042
CCOC(=O)c1sc(NC(=O)CSc2nc3c(c(=O)n2-c2ccc(C)cc2)SCC3)c(C(=O)OCC)c1C,-1%,-2%,-0.12,-0.18,0.84,-0.14,i,14,i,i,19,0,-15,2.6,3.7,0.8,-0.9,595
Cc1cc2oc(C(=O)NCc3ccc4c(c3)OCO4)c(C)c2cc1C,4%,12%,0.39,-0.17,0.46,-0.5,i,3,i,i,37,1,8,2.2,2.6,8.5,.,.
CCn1c(SCC(=O)N/N=C/C=C\c2ccco2)nc2ccccc21,15%,22%,-1.3,-0.29,-0.8,0.52,i,-6,i,i,50,-17,-6,3.2,2.8,0.4,2.4,1010
COc1ccc(CCNC(=O)C2CC(c3ccc(C(F)(F)F)cc3)=NO2)cc1 (stereo unspecified),-2%,-12%,-0.03,-0.59,0.057,0.28,.,.,i,i,50,.,.,.,.,.,-2.1,1280
CCn1c(SCC(=O)N2CCc3ccccc32)nnc1-c1ccco1,-2%,15%,-0.097,0.021,0.01,0.24,i,2,i,i,45,-3,4,3.7,3.3,7.3,.,.
Cc1nn(-c2ccccc2)c(C)c1C(=O)Oc1ccccc1,2%,-6%,-0.81,-0.082,-0.33,0.59,.,.,i,i,44,.,.,.,.,.,0.5,1122
CS(=O)(=O)N(CC(=O)NCC1CCCO1)c1ccc(F)c(Cl)c1 (stereo unspecified),-2%,-3%,0.45,-0.17,0.69,-1,i,9,i,i,23,-3,4,4.0,1.4,5.2,-2.3,1120
NC(=O)C1CCN(CCS(=O)(=O)c2ccc(Cl)cc2)CC1,-1%,-7%,-0.57,-0.17,-0.36,1.1,.,.,?,i,43,.,.,.,.,.,-0.9,1115
Fc1ccc(-c2csc3ncnc(N4CCc5ccccc5C4)c23)cc1,-1%,5%,-0.91,-0.22,-0.73,0.74,i,-10,i,i,7,66*,-24*,4.2,4.2,2.8,-0.4,543
O=C(c1cccc(C(F)(F)F)c1)N1CCC(O)(CS(=O)(=O)Cc2ccc(Cl)cc2)CC1,-5%,4%,0.72,0.18,0.72,0.83,i,13,i,i,45,-6,-14,2.3,2.1,4.7,-3.5,1034
O=C(COC(=O)CCSc1ccccc1Cl)NCc1ccco1,3%,5%,-0.23,0.73,0.22,0.33,i,13,i,i,33,4,10,1.7,1.3,1.4,0.8,1098
COc1ccc(NC(=O)CCS(=O)(=O)c2ccc(OC)cc2)cc1,-1%,-2%,-0.65,-0.22,0.18,0.19,i,-3,i,i,10,18,24,4.0,1.0,3.7,.,.
CC(C)Cc1ccc(C#N)c(SCC(N)=O)n1,13%,-2%,-0.81,-0.028,-0.4,-0.19,i,-1,i,i,30,13,1,3.5,1.5,0.8,-1.8,1198
Cc1c([N+](=O)[O-])cc(C(=O)N2CCOCC2)cc1[N+](=O)[O-],1%,-15%,0.41,-0.33,0.098,-0.2,i,-4,i,i,16,-4,-13,1.5,4.5,10,1.2,496
Cc1sc2nc(SCC(=O)N(CCO)CCO)n(C3CCCCC3)c(=O)c2c1C,9%,6%,-0.62,-0.17,0.0092,0.3,i,6,i,i,4,12,-2,2.5,1.7,8.5,1.7,1069
CN(C(=O)COC(=O)c1cc(NS(=O)(=O)c2cc([N+](=O)[O-])ccc2Cl)ccc1O)C1CCCCC1,11%,9%,-0.94,-0.2,-0.87,1.1,i,5,i,i,49,-18,-23,3.8,3.8,3.5,0.5,919
O=[N+]([O-])c1nn(-c2ccc3c(c2)OCCO3)n(O)c1=NC1CCN(Cc2ccccc2)CC1,5%,7%,-0.18,-0.0029,0.12,-1.5,i,26,i,i,38,-4,-25,2.6,1.3,8.5,-1.4,1122
Cc1ccc2[nH]c3c(N4CCCCCC4)ncnc3c2c1,10%,18%,1.2,-0.16,0.78,-1.6,i,39,.,.,.,-1,-10,5.6,2.9,8.6,-0.8,1131
C/C(=N/NC(=O)CSc1ccccn1)c1ccc([N+](=O)[O-])cc1,10%,5%,-0.58,-0.25,-0.6,0.57,i,1,i,i,11,-2,-6,3.3,2.9,4.9,1.9,447
CCOc1ccccc1C(=O)Nc1cc(OC)ccc1OC,-12%,-5%,0.92,-0.00026,0.083,-0.11,+,-11*,i,i,20,63*,50*,5.4,2.2,4.2,-3.3,794
COc1cccc(-c2nc(COc3ccc(Cl)cc3Cl)no2)c1,-3%,-11%,-0.07,-0.12,0.0015,-0.3,.,.,i,i,34,.,.,.,.,.,2.2,980
COC(=O)c1cc(NC(=O)Nc2ccccc2)ccc1Cl,2%,8%,-0.17,-0.23,-0.15,0.45,i,-8,i,i,46,8,11,2.0,3.5,6.6,0.7,1093
COc1cc(/C=C/C(=O)c2ccc(NS(=O)(=O)c3ccc(C)cc3)cc2)ccc1OC(F)F,7%,-10%,-1.2,-0.22,-0.89,1,i,-2,i,i,26,-22,4,3.9,2.4,3.6,1.0,1043
COc1ccc(CCNC(=S)NC(=O)c2cc(OC)c(OC)c(OC)c2)cc1OC,8%,-1%,0.58,-0.21,0.19,-0.56,.,.,i,i,26,.,.,.,.,.,-0.7,1290
COc1ccccc1NC(=O)C1=C(C)Nc2nc(-c3ccccc3)nn2C1c1ccccn1 (stereo unspecified),8%,-4%,0.67,0.24,0.26,0.075,i,1,i,i,59,-24,-4,0.9,0.9,9.7,.,.
Cc1ccc(S(=O)(=O)NC(=O)NCc2ccc3c(c2)OCO3)cc1,4%,32%,-0.98,-0.23,-0.62,0.82,i,1,i,i,15,-1,3,2.6,1.3,3.7,.,.
COc1ccccc1N1CCN(CCCNC(=O)Nc2ccccc2C)CC1,-2%,4%,-0.57,-0.24,-0.33,0.65,i,0,i,i,42,-16,-13,2.2,2.6,8.9,3.7,1351
C=C(c1ccc(OC)cc1)c1ccc(OC)cc1,-3%,6%,-0.32,-0.39,-0.18,0.13,i,4,.,i,11,7,12,6.0,2.0,23,88*,720*
COC(=O)c1ccccc1Oc1ccc(NC(=O)CCCl)cc1,4%,2%,-1.4,0.48,-0.53,0.68,i,-3,i,i,18,-10,5,5.7,2.2,13,0.4,1114
CCOC(=O)c1c(C)cc(C)[nH]c1=O,10%,-1%,2.8,0.14,2,-1.9,i,2,i,i,22,-3,-5,2.1,2.2,11,2.4,1030
CCOC(=O)c1ccc(N(CC(=O)NC2CCCC2)C(=O)CNC(=O)c2ccco2)cc1,0%,1%,0.067,-0.13,0.25,0.4,i,2,i,i,50,-2,3,2.0,1.7,3.2,-0.7,1111
CCSc1nnc(NC(=O)c2nn(C(C)C)c(=O)c3ccccc23)s1,11%,21%,0.06,-0.22,0.011,0.45,i,-3,i,i,56,19,24,3.0,2.4,6.3,-0.7,1056
CCO[C@H]1OC(C(=O)O)=C[C@@H](c2csc3ccccc23)[C@@H]1CCCO,5%,1%,-0.36,-0.31,0.084,0.49,i,-11,i,i,51,-14,-1,3.9,1.8,8.1,-3.5,1211
Cc1ccccc1Nc1nc(N)nc(COC(=O)c2cccc(S(=O)(=O)N(C)C)c2)n1,4%,-19%,1.7,-0.27,0.94,-0.88,i,17,i,i,5,9,8,3.8,3.5,1.9,-4.2,543
CCNC(=O)NC(=O)C(C)OC(=O)c1cccn1C (stereo unspecified),3%,-1%,1.5,-0.27,0.94,-2.1,i,-6,i,i,43,-25,12,3.7,3.8,9.1,0.6,1094
COc1ccc(C2/C=C\CN(C(=O)NC34CC5CC(CC(C5)C3)C4)CC(=O)N2Cc2ccc(F)cc2)cc1 (stereo unspecified),3%,-3%,0.5,-0.79,0.25,-0.46,.,.,i,.,.,.,.,.,.,.,-0.4,1151
